JMJD2A Tudor inh = qHTS Assay for Inhibitors of JMJD2A-Tudor Domain | actives 4.4% (n = 390,000) | Potency, µM (highest dose often 114 µM), inactives show at the highest dose activity change, negative = inhibition, hits mostly inhibitors | Lysine-specific demethylase 4A (Homo sapiens), O75164 | AlphaScreen JMJD2A-Tudor / H3K4me3 peptide binding | AID 504339, 2011; note: % is set by controls: 0 for no effect and ±100 for the full control effect; nearly all actives have a fitted effect of over 50% in size
GLS inhibitor = qHTS for Inhibitors of Glutaminase (GLS); Glutaminase kidney isoform, mitochondrial (Homo sapiens), O94925; GLS enzymatic activity, qHTS titration; AID 624170, 2012; actives 0.21% (n = 410,000); Potency, µM (series often up to 45.5 µM), for inactives: at the highest dose activity change, negative = inhibition, hits mostly inhibitors; note: % is set by controls: 0 for no effect and ±100 for the full control effect
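Two-point fluorescence kinetic (t0, 30 min RT) for hKGA; glutamate detected via glutamate oxidase–HRP–Amplex Red. Substrate: 1 mM L-glutamine solution; buffer 45 mM KH2PO4, pH 8.2.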
BLM helicase inh = qHTS Assay for Inhibitors of Bloom's syndrome helicase (BLM); actives 0.2% (n = 350,000); Potency, µM (top dose mostly 56.1 µM), for the others: at the top dose activity change, negative = inhibition, usual class: inhibitors; recombinant BLM DNA unwinding, fluorescence dequenching;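 note: plate controls were vehicle for no effect and no enzyme for full effect; nearly all actives have a fitted effect of over 35% in size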
Pin1 inh = qHTS Assay to Find Inhibitors of Pin1 | actives 0.009% (n = 390,000) | Potency, µM (highest dose often 115 µM), inactives show at the highest dose activity, negative = inhibition, actives largely listed as inhibitors | Pin1 FP peptide displacement, HiFluor488, 10 min | AID 504891, 2011; active = well fitted inhibition curve with a large enough effect in the polarisation, with a control signal flat, not every such curve was filed as active; inconclusive = small, poorly fitted or top-dose-only effect, or effect the other way, or a change in a side signal; inactive = no such curve, though single readings can be large or run the other way; the % refers to the polarisation; note: % is set by controls: 0 for no effect and ±100 for the full control effect
PGK inhibitor = qHTS Assay to Find Inhibitors of Phosphoglycerate Kinase. PGK/GAPDH coupled, Kinase-Glo luminescence, 60 min. Potency, µM (titrated, usually from 57.5 µM), without a hit: at the highest dose activity change, negative = inhibition, most hits filed as inhibitors. actives 0.043% (n = 380,000); note: % is set by controls: 0 for no effect and ±100 for the full control effect; nearly all actives have a fitted effect of over 60% in size
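Recombinant glycosomal PGK reaction used 1,3-bisphosphoglycerate generated in-well by GAPDH (100nM final) in 100mM TEA pH 7.6, 5mM MgCl2, 0.01% Tween-20. After 60 minutes at room temperature, ATP was read by Kinase-Glo Plus luminescence end-point.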
POLI inh = qHTS for Inhibitors of Polymerase Iota | DNA polymerase iota (Homo sapiens), Q9UNA4 | Pol iota fluorescent replication assay, 10 min | Potency, µM (titrated, usually from 115 µM), for the others: at the highest dose activity, negative = inhibition, usual class: inhibitors | actives 1% (n = 390,000) | AID 588590, 2011
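Pol iota at 10 nM preincubated 15 min with compounds at room temperature; reaction started with fluorescent substrate, 50 nM final. Fluorescence read kinetically at 0 and 10 min; buffer-only wells as negative control.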
HP1b chromo inh = HTS for Inhibitors of HP1-beta Chromodomain Interactions with Methylated Histone Tails; Chromobox protein homolog 1 (Homo sapiens), P83916; AlphaScreen HP1-beta / biotin-H3K9me3 peptide binding; Potency, µM (series often up to 114 µM), without a hit: at the top dose activity change, negative = inhibition, usual class: inhibitors; actives 0.56% (n = 390,000); AID 540317, 2011; note: nearly all actives have a fitted effect of over 70% in size; inactives centre near 23
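Compound inhibition of the preformed complex between 50 nM HP1-beta and 50 nM biotinylated H3K9me3 peptide was read by AlphaScreen. Buffer was PBS pH 7.4 with 0.01% Tween-20. Incubations ran 30 min at room temperature, with 10 ug/mL donor/acceptor beads.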
BAZ2B block = qHTS Assay for Inhibitors of BAZ2B; Bromodomain adjacent to zinc finger domain protein 2B (Homo sapiens), Q9UIF8; AlphaScreen BAZ2B-H3K14Ac peptide displacement; Potency, µM (highest dose often 114 µM), for the others: at the top dose activity change, negative = inhibition, usual class: inhibitors; actives 4.4% (n = 360,000); AID 504333, 2011; note: % is set by controls: 0 for no effect and ±100 for the full control effect; nearly all actives have a fitted effect of over 60% in size
Target sequence (Q9UIF8 whole entry, looked up, the tested form may be a part): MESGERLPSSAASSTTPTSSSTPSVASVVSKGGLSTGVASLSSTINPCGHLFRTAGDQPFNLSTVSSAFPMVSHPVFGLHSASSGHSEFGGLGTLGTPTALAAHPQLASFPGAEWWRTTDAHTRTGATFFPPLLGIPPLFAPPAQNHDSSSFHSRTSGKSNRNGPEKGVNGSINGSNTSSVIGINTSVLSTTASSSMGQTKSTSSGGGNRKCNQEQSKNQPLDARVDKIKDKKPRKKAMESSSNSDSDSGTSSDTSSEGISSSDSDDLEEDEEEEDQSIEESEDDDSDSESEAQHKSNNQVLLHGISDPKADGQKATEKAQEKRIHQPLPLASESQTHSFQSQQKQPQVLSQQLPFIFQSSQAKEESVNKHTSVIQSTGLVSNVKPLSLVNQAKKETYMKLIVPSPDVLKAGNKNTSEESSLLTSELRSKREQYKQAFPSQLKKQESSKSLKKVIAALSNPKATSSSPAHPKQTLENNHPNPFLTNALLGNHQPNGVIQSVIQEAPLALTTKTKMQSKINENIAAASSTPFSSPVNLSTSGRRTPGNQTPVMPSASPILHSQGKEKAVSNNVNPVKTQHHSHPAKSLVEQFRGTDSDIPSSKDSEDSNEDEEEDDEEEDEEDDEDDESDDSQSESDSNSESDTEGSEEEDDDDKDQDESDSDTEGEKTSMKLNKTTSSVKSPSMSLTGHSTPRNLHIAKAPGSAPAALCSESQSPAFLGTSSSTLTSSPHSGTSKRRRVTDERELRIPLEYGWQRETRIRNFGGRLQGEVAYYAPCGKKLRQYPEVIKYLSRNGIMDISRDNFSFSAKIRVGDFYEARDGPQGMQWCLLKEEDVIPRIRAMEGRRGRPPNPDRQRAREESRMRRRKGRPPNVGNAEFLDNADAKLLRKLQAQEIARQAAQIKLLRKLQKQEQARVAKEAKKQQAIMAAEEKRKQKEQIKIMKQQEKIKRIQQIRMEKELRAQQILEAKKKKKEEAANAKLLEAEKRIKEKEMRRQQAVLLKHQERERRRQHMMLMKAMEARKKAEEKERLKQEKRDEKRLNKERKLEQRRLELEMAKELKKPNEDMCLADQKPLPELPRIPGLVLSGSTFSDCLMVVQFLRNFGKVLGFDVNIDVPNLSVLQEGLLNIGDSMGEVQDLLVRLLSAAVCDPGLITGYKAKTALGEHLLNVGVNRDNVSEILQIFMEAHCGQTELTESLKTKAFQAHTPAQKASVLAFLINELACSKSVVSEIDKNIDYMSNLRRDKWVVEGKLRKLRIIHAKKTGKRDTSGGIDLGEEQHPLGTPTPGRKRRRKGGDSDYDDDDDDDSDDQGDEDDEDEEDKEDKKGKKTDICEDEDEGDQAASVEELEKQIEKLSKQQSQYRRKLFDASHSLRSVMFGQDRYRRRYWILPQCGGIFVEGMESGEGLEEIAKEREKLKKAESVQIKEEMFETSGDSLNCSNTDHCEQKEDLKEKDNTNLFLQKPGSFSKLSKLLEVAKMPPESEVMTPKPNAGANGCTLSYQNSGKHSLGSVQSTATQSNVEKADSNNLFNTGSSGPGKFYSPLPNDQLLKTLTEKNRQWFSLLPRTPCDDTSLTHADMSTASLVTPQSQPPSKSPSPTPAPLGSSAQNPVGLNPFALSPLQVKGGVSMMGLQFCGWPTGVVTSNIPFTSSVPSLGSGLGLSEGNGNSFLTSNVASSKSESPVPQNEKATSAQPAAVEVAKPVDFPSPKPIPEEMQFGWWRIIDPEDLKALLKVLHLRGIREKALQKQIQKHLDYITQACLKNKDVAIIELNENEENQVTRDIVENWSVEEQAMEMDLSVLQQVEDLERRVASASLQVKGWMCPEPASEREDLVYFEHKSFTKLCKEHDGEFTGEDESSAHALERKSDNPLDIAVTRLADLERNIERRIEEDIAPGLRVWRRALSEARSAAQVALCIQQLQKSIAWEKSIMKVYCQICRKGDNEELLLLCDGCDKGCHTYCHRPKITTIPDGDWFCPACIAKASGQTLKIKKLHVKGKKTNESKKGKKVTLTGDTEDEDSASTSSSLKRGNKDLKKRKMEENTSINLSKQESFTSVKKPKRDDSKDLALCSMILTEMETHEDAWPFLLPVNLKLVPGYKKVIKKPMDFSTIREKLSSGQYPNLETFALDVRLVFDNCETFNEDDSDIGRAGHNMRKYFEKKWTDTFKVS
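BAZ2B 50 nM plus b-H3(5-23)K14Ac 50 nM, PBS pH 7.4/0.01% Tween-20, 30 min RT; compound added (max 110 uM), 30 min RT; streptavidin donor/Ni-chelate acceptor beads 10 ug/mL final, 20 min dark; AlphaScreen read.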
G9a block = qHTS Assay for Inhibitors of Histone Lysine Methyltransferase G9a; Histone-lysine N-methyltransferase EHMT2 (Homo sapiens), Q96KQ7; G9a H3K9 monomethylation, AlphaScreen, 2 h; AID 504332, 2011; actives 8.8% (n = 350,000); Potency, µM (top dose mostly 102 µM), without a hit: top-dose activity, negative = inhibition, hits mostly inhibitors; note: % is set by controls: 0 for no effect and ±100 for the full control effect; nearly all actives have a fitted effect of over 75% in size
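Step 1: enzyme (final 20 nM) with compound, 15 min RT. Step 2: substrate peptide 500 nM and SAM 20 uM, 2 h RT. Step 3: anti-H3K9me1 antibody and AlphaScreen beads, 10 min, then plate read.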
The depositor's hits bear a star; i = inactive; u = inconclusive; x = no result given; [ ] = dose if it differs, or a comment. Unless noted, calls come from the whole dose curve; as a rule, active = well fitted curve in the direction sought with a large enough effect; inconclusive = small, poorly fitted or top-dose-only effect, or another doubt; inactive = no such curve, though single readings can be large; an effect the other way counts as inactive or inconclusive. Potency is the fitted concentration of half-maximal effect. Only part of the results is shown; the hit share may differ from the screen's.

SMILES	JMJD2A Tudor inh	GLS inhibitor	BLM helicase inh	Pin1 inh	PGK inhibitor	POLI inh	HP1b chromo inh	BAZ2B block	G9a block
CN1CC=C2C(C#N)=C(N)C(C#N)(C#N)C(Cc3ccccc3)C2C1 (stereo unspecified)	-12%	9%	-6%	u	-2%	35%[activator]	22%	-8%	-29%[12.7 µM]
Cc1oc(-c2ccccc2F)nc1CS(=O)(=O)CC(=O)NC1CCCC(C)C1C (stereo unspecified)	-20%	-3%	-1%	-4%	-4%	11%	10%[57 µM]	-20%	39%[activator]
CCCN(CC(=O)Nc1ccccc1OC)C(=O)c1ccncc1	-9%	11%	2%	0%	-5%	-23%	-4%	1%	24%
Cc1cccc(NC(=O)Nc2ccc(C#N)cc2)n1	-26%	0%	0%	42%[activator]	0%	8%	54%[activator]	2%	-2%[59 µM]
CC(C)c1ccc(/C=C/C(=O)n2nnc3ccccc32)cc1	32%[activator]	7%	-8%	-2%	7%	u	103%[activator]	14%	69%[activator][59 µM]
O=C(Nc1cccc(S(=O)(=O)N2CCOCC2)c1)c1cccc(S(=O)(=O)N2CCCC2)c1	-16%	2%	x	0%	-2%	16%	16%	-2%	-43%
Cn1cc(Br)c(C(=O)N/N=C/c2cccc(OC3CSC3)c2)n1	-22%	1%	-13%	0%	-2%	38%[activator]	0%	u	21%
Cc1cc(C)cc(OCC(=O)Nc2cccc3cccnc23)c1	1%	2%	-2%	-2%	-5%	22%	57%[activator]	0%	23%[59 µM]
CC(C)CN(C(=O)CSc1nnnn1-c1ccccc1)c1c(N)n(CC(C)C)c(=O)[nH]c1=O	-1%	-5%	-1%	u	i	45%[activator]	39%[activator]	1%	-37%
Cc1nn(-c2ccccc2)c2sc(C(=O)N3CCc4ccccc4C3)cc12	-9%	4%	3%	9%	x	-3%	35%	-3%	-47%[59 µM]
O=C(C1CCCC1)N(c1ccccc1)C1C=CS(=O)(=O)C1 (stereo unspecified)	-7%	0%	0%	1%	x	-36%	28%	13%	22%[59 µM]
ClC(/C=N/n1cnnc1)=C/c1ccccc1	-12%	12%	-3%	0%	-7%	-18%	29%	-3%	1%[59 µM]
CCc1cnc2c(c1SCCC(C)C)c(=O)n(C)c(=O)n2C	43%[activator]	2%	-1%	-2%	13%	12%	59%[activator]	75%[activator]	26%[59 µM]
O=[N+]([O-])c1cccc(/C=C/C=N/Nc2nc(N3CCCCC3)nc(N3CCCCC3)n2)c1	u	-3%	-9%	0%	i	99%[activator]	-6%	u	u
COc1ccc(CCC(=O)NCCCNC(=O)CCc2ccc(OC)cc2)cc1	-3%	-5%	2%	1%	-10%	8%	28%	7%	4%[59 µM]
Cc1scc(CN2CCN(c3ccc(F)cc3)CC2)c1C	u	10%	-1%	-5%	3%	-2%	13%	-38%	u
COC(=O)c1sc(S(=O)(=O)N2CCCCC2C(=O)O)c(C(=O)OC)c1C (stereo unspecified)	-16%	12%	-1%	-10%	0%	-7%	27%	8%	2%[59 µM]
COc1cccc(NC(=O)C(C)OC(=O)c2n[nH]c3ccccc23)c1 (stereo unspecified)	-6%	-2%	x	5%	-1%	33%	26%	-4%	u
COc1cccc(-n2cc(C(=O)OCc3ccc(F)c(F)c3)c3ccccc3c2=O)c1	-9%	-6%	-1%	8%	10%	4%	33%[57 µM]	14%	6%[59 µM]
CCOC(=O)c1cc2c(=O)n3ccccc3nc2n(C)c1=NC(=O)c1c(-c2ccccc2Cl)noc1C	-15%	-3%	-2%	2%	0%	10%	55%[activator]	9%	32%[59 µM]
CCCC(=O)Nc1ccc(NC(=O)c2cc3ccccc3o2)c(OC)c1	-25%	-1%	-1%	0%	-3%	44%[activator]	12%	-21%	-13%[0.501 µM]
CCN1C(=O)C(O)(c2c[nH]c3ccccc23)c2cc(Br)ccc21 (stereo unspecified)	-8%	3%	-10%	-1%	-4%	u	23%	u	1%[59 µM]
C/C(Cn1nnc([N+](=O)[O-])n1)=N\NC(=O)c1ccccc1O	45µM*	17%	0%	-11%	-4%	u	9%	2%	-5%
COc1ccc2c(CC(=O)NCc3cccs3)coc2c1	-32%	2%	-13%	u	0%	u	-13%	u	x
COc1ccc(C/C(C)=N/NC(=S)Nc2ccc(C)c(C)c2)cc1	32µM*	-6%	4%	0%	i	0%	-30%	1%	28µM*
CNCc1ccccc1Sc1cc(O)ccc1O	18µM*	u	-3%	u	-6%	u	10µM*	35µM*	1µM*
CCOc1cc(C(=O)Nc2c(C)ccc3nsnc23)cc(OCC)c1OCC	-6%	-19%	-7%	1%	-9%	3%	42%[activator]	1%	10%[59 µM]
COc1ccc(NC(=O)C(Sc2ccccc2)c2ccccc2)c(OC)c1 (stereo unspecified)	0%	0%	-9%	6%	i	48%[activator]	37%	3%	-12%
O=C(Nc1ccccn1)C1COc2ccccc2O1 (stereo unspecified)	-10%	13%	-7%	-2%	0%	6%	28%	3%	4%[59 µM]
COc1ccc(-c2nnc3n2CCCCC3)cc1	-15%	-3%	-1%	-11%	-14%	20%	-5%	1%	21%[59 µM]
Cc1cccc(C)c1OCc1cc(C(=O)NCc2ccc(Cl)s2)no1	25%	0%	-7%	17%	-2%	1%	50%[activator]	18%	30%
CCCCC(C(=O)NC1CCCC1)N(Cc1ccco1)C(=O)Cn1nnc(-c2ccc(F)cc2)n1 (stereo unspecified)	-3%[11.4 µM]	-11%	-11%	0%	-8%	u	-23%	-9%	-43%[59 µM]
CCC(=O)N(Cc1cc(=O)[nH]c2ccccc12)c1cccc(C)c1	79µM*	-1%	-2%	1%	-2%	11%	2%	-5%	10µM*
CC(=O)NC12CC3CC(C1)CC(C(=O)Nc1nc4c(C)cccc4s1)(C3)C2	-28%	5%	1%	0%	-4%	13%	3%	-23%	u
Cc1cccc(N2CCN(C(=O)c3ccccc3SCC(=O)N3CCCC3)CC2)c1C	-19%	10%	x	11%	-5%	-2%	18%	-9%	-8%[2.33 µM]
CCN1C(=O)[C@H]2[C@@H](c3ccc(C)cc3)N3C(=O)N(c4cccc(Br)c4)C(=O)[C@@]3(CC(C)C)[C@H]2C1=O	-15%	-2%	x	-2%	5%	-4%	11%	2%	8%[12.7 µM]
COc1ccc(OC)c(NC(=O)CSC2=NN3CCCC(=O)N=C3S2)c1	-27%	-22%	-7%	6%	-10%	-18%	-14%	-24%	35%
CCOC(=O)CN1CCC(c2cc(-c3ccc(Cl)cc3)n[nH]2)CC1	-5%	-5%	-2%	2%	i	-1%	48%[activator]	3%	8%
CC(Cc1ccccc1)N(C)C(=O)CN1C(=O)c2ccccc2C1=O (stereo unspecified)	-20%	13%	x	5%	2%	1%	13%	x	x
CN(CC(=O)Nc1ccccc1C(=O)NC1CC1)Cc1ccc(Cl)s1	-19%	-4%	x	5%	-2%	20%	71%[activator]	7%	15%[59 µM]

Pulled by structure from above (4):
SMILES	JMJD2A Tudor inh	GLS inhibitor	BLM helicase inh	Pin1 inh	PGK inhibitor	POLI inh	HP1b chromo inh	BAZ2B block	G9a block
COc1ccc(OC)c(NC(=O)CSC2=NN3CCCC(=O)N=C3S2)c1	-27%	-22%	-7%	6%	-10%	-18%	-14%	-24%	35%
COc1ccc(-c2nnc3n2CCCCC3)cc1	-15%	-3%	-1%	-11%	-14%	20%	-5%	1%	21%[59 µM]
COc1ccc(NC(=O)C(Sc2ccccc2)c2ccccc2)c(OC)c1 (stereo unspecified)	0%	0%	-9%	6%	i	48%[activator]	37%	3%	-12%
Cc1cccc(N2CCN(C(=O)c3ccccc3SCC(=O)N3CCCC3)CC2)c1C	-19%	10%	x	11%	-5%	-2%	18%	-9%	-8%[2.33 µM]

The list goes on:
SMILES	JMJD2A Tudor inh	GLS inhibitor	BLM helicase inh	Pin1 inh	PGK inhibitor	POLI inh	HP1b chromo inh	BAZ2B block	G9a block
O=C(N=C1c2ccccc2CN1c1ccc(F)c(F)c1)c1cccnc1	-14%	0%	-1%	2%	-5%	79%[activator]	37%	-10%	-30%
Cc1ccccc1C(=O)Nc1nnc(SCc2cc(=O)n3ccccc3n2)s1	-11%	3%	0%	0%	-4%	-16%	13%[57 µM]	13%	-4%[59 µM]
C#CCOCCOCCOCCNc1nc(N2CCN(C(=O)Cn3cc(CC(C)O)nn3)CC2)nc(N2CCN(C(=O)[C@H](CCCCN)n3cc(CCC(=O)O)nn3)CC2)n1 (stereo partly specified)	-30%	0%	1%	3%	-1%	u	12%	-32%	50µM*
CCOc1ccc2cc(C(=O)NCc3ccccc3)c(=N)oc2c1	-9%	3%	-4%	5%	1%	38%[activator]	9%	0%	2%
O=C(O)/C(=C/c1cccnc1)NC(=O)c1ccccc1	-7%	5%	-1%	2%	3%	28%	27%	-4%	9%[59 µM]
COc1ccc(C(=O)N2CCN(Cc3cc(OC)ccc3OC)CC2)cc1	50µM*	2%	1%	-2%	-9%	30%	u	u	32µM*
Clc1ccc(-c2cn3c(n2)CCC3)cc1	-35%	-10%	2%	-23%	-2%	-3%	-4%	-38%	u
COc1ccc(CCNC(=O)NC23CC4CC(CC(C4)C2)C3)cc1OC	-7%	-1%	-2%	14%	i	8%	16%	-21%[57.1 µM]	33%[activator]
COc1cccc(C(=O)Nc2c(C(=O)NC(C)(C)C)oc3ccccc23)c1	7%	-6%	-7%	-1%	i	1%	81%[activator]	79%[activator][57.1 µM]	26%[59 µM]
Cc1ccc(NC(=O)Cc2noc3ccccc23)c(C)c1	-7%	-1%	1%	1%	4%	139%[activator]	12%	4%	16%[59 µM]

Source: PubChem BioAssay (National Center for Advancing Translational Sciences (NCATS))
